Bioassay records as filed in PubChem.
TLR9-MyD88 inh – inhibitors of human TLR9-MyD88 binding; Q9NR96+Q99836; CHO BLA complementation TLR9-MyD88, CCF4 FRET ratio; inhibition, % at 4.98 µM; actives 0.21% (n = 340,000); AID 504734;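 active means inhibition above the mean over all tested compounds plus 3 SD, cut at about 21% in these data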;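 further: 0% = DMSO only wells and 100% = clavulanate BLA inhibitor control wells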
Vif inh – inhibitors of HIV Vif; actives 0.35% (n = 340,000); HEK293T cells, Vif self-association by quenched fluorescence, imaging, 24 h; inhibition, % at 7.49 µM; AID 602346; in the data active means inhibition above about 50%, passing the limit was not always enough; further: some results filed as inactive read as strong as hits
NOD2-RIPK2 inh – blocks binding of human NOD2 to RIPK2. O43353. CHO BLA complementation NOD2-RIPK2, CCF4 ratio. actives 0.38% (n = 360,000). inhibition, % at 4.98 µM; in the data active means inhibition above about 21%;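 further: 0% = vehicle only and 100% = reference blocker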
Target sequence (O43353 whole entry, looked up): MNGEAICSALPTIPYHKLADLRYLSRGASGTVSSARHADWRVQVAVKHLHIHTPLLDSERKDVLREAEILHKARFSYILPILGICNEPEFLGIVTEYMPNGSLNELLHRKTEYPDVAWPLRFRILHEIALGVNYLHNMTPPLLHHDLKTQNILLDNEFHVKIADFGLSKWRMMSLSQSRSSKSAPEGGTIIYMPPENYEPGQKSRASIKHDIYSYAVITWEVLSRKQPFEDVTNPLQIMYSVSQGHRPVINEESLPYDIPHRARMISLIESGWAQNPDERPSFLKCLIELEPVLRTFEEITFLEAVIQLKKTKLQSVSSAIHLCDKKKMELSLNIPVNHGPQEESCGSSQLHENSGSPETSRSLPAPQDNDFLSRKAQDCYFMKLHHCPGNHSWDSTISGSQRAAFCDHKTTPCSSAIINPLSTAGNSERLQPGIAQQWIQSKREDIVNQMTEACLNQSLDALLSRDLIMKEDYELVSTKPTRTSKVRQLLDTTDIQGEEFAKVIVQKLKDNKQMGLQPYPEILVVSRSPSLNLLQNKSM
NCOA3 inh – inhibits human SRC3 coactivator | Q9Y6Q9 | HEK293 GAL4-SRC3 luciferase reporter, luminescence | inhibition, % at 3.6 µM | actives 0.17% (n = 360,000) | AID 588352;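 active means inhibition above a per-campaign cutoff, the mean of all compounds plus 3 SD, cut at about 60% in these data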;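 further: 0% = DMSO-treated cells and 100% = gossypol-treated cells at 36 µM; higher means less SRC3-driven luciferase light from the GAL4 reporter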
SRC1 inh – inhibits human SRC1 coactivator; HEK293 GAL4-SRC1 luciferase reporter, luminescence; inhibition, % at 3.6 µM; actives 0.12% (n = 360,000);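 active means inhibition above the campaign mean plus 3 SD, with each screening campaign given its own cutoff, cut at about 60% in these data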;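 further: 0% = DMSO treated cells and 100% = gossypol at 36 µM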
SRC2 inh – human SRC2 (NCOA2) inhibition. Q15596. HEK293 GAL4-SRC2 luciferase reporter, luminescence. inhibition, % at 9 µM. actives 0.17% (n = 370,000). AID 651957;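 active means inhibition above the mean inhibition of all tested compounds plus 3 SD, set per campaign, cut at about 52% in these data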;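 further: 0% = DMSO treated cells and 100% = cells given Gossypol at 36 µM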
TRAIL sens C8 – sensitizes caspase-8 expressing cells to TRAIL | NB7+C8 cells + TRAIL, ATPlite viability luminescence | inhibition (viability loss, TRAIL sensitization), % at 10 µM | actives 1% (n = 360,000) | AID 624354;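 active means compounds causing at least 50% loss of cell viability in the single-dose screen, relative to plate controls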
LMP1 NFkB inh – Epstein-Barr LMP1 NF-kappaB reporter inhibition. LMP1-induced NF-kappaB luciferase reporter cells, luminescence. inhibition, % at 12.5 µM. actives 0.69% (n = 350,000). AID 504558; in the data active means inhibition above about 41%;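 further: 0% = neutral control wells and 100% = reference inhibitor control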
LRH-1 inv ag – inverse agonists of human LRH-1 (NR5A2); O00482; HEK293T StAR-luciferase reporter, LRH-1 transfected, 24 h; inhibition, % at 3.6 µM; actives 0.13% (n = 360,000);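 active means inhibition above the mean inhibition of all tested compounds plus 3 SD, cut at about 73% in these data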;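 further: 0% = DMSO wells and 100% = reporter-only cells lacking LRH-1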
COUP-TFII inh – inhibitors of human COUP-TFII (NR2F2); P24468; HEK293T NGFI-A luciferase reporter, luminescence; inhibition, % at 8.6 µM; actives 0.7% (n = 370,000); AID 686940;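 active means inhibition above a per-plate cutoff, mean inhibition of test wells between control levels plus 3 SD, cut at about 38% in these data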;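 further: cells cotransfected with COUP-TFII expression vector driving the NGFI-A reporter; 0% = median of COUP-TF2 test wells and 100% = reporter-only cells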
Target sequence (P24468 whole entry, looked up): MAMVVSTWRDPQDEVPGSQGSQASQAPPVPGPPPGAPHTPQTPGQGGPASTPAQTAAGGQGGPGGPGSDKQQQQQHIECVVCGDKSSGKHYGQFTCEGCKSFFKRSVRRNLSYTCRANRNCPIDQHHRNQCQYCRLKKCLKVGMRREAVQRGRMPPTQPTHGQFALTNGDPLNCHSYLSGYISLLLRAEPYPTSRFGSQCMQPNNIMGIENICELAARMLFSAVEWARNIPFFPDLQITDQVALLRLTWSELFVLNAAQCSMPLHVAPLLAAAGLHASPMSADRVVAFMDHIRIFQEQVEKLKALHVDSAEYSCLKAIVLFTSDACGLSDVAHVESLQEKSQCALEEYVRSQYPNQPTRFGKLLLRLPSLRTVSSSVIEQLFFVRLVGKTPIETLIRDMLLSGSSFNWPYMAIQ
TROY signal inh – inhibitors of TROY-dependent NF-kB signaling. Q293 LMP1-TROYcd NF-kB luciferase reporter, 4 h. inhibition, % at 10 µM. actives 0.98% (n = 360,000). AID 1347056;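 active means compounds whose plate-normalised and pattern-corrected inhibition of the luciferase reporter signal at the single screening dose is 50% or more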
Numbers without * were called inactive; . = no result given.

Structure	TLR9-MyD88 inh	Vif inh	NOD2-RIPK2 inh	NCOA3 inh	SRC1 inh	SRC2 inh	TRAIL sens C8	LMP1 NFkB inh	LRH-1 inv ag	COUP-TFII inh	TROY signal inh
CCCCc1nc2cc(C(=O)N3CCC(OCCOC)CC3)ccc2o1	-1	16	-2	-20	-40	-22	-1	-17	-8	-15	-21
COCCNC(=S)N/N=C(\C)c1ccc(OC)cc1	2	-2	-1	10	13	4	4	-9	-19	3	4
COc1ccc(C2C(C(N)=O)=C(C)Nc3nc(CCCO)nn32)cc1 (centres undefined)	2	-1	5	0	1	-6	-30	-1	-1	7	9
COc1ccc(CCNS(=O)(=O)c2ccc3c(c2)NC(=O)CO3)cc1OC	0	-4	0	8	1	-29	-2	0	12	6	3
CC1(Cc2ccc(Cl)cc2)C(=O)Nc2c(Cl)cccc21 (centres undefined)	.	.	12	1	-4	.	-6	.	-6	.	-7
Cc1ccc(C2CC(c3ccc(NS(C)(=O)=O)cc3)=NN2C(=O)c2ccco2)cc1 (centres undefined)	-3	-28	-11	19	-6	2	2	-1	-3	4	18
Cc1nc(N2CCOCC2)nc(N2CCCCC2C)c1[N+](=O)[O-] (centres undefined)	-2	13	-6	17	-3	-24	-13	7	12	-7	7
OC(COCc1cccs1)CN1CCCCCC1 (centres undefined)	5	-14	3	13	0	-16	-10	-3	-10	-12	7
O=C(N[C@H](Cc1ccc(Cl)cc1)C(=O)O)OCC1c2ccccc2-c2ccccc21	1	4	-8	-2	6	-8	-15	3	-10	0	23
CN=C1SC(CC(=O)Nc2cccc(C(F)(F)F)c2)C(=O)N1C (centres undefined)	4	-6	5	20	4	-12	-6	0	18	5	7
O=C(O)CC/C(=C\c1cc2c(cc1Br)OCO2)c1nc2ccccc2s1	-3	13	-14	3	4	9	1	-6	-22	3	-1
O=C(Cc1ccccc1)NN1C(=O)C2C3C=CC(C4CC34)C2C1=O (centres undefined)	0	-7	-6	18	3	-15	7	-2	-4	27	-5
C(=NN1CCCCCC1)c1ccccc1	-15	7	0	1	-3	-18	-4	-4	-1	-3	-8
C/C(CCc1ccco1)=N/NC(=O)CCC(=O)Nc1ccc(Br)cc1	6	0	-8	5	3	-22	-3	-2	-1	0	7
Cc1ccc(S(=O)(=O)N2CCC(C(=O)Nc3nnc(-c4ccc(F)cc4)s3)CC2)cc1	1	6	-4	18	-18	-6	18	1	-9	-2	-1
O=C(O)c1cccc(NC(=O)c2ccc3c(c2)C(=O)N(c2ccccc2)C3=O)c1	2	-1	-5	-40	4	-15	-12	-6	7	13	-20
Cc1cccc(C)c1-n1nnnc1C(c1cccc2ccccc12)N1CCN(C/C=C/c2ccccc2)CC1 (centres undefined)	.	3	0	-5	6	-15	-5	.	10	9	5
O=C(CN1CCC(c2nc3ccccc3[nH]2)CC1)NCc1ccc2c(c1)OCO2	-4	1	7	7	-11	-10	10	-15	15	-16	-12
Cc1ccc(NC(=O)c2ccccc2NS(=O)(=O)c2ccc(F)cc2)cc1S(=O)(=O)N1CCCCC1	-4	-14	-12	39	6	35	43	20	19	38*	60*
C#CCOCCOCCOCCNc1nc(N2CCN(C(=O)[C@H]([C@@H](C)CC)n3cc([C@@H](N)Cc4ccc(O)cc4)nn3)CC2)nc(N2CCN(C(=O)[C@H](Cc3ccc(O)cc3)n3cc([C@@H](N)CC(C)C)nn3)CC2)n1	-3	-2	3	-4	-31	-3	-8	-3	4	5	-5
CCCCn1nnc(NC(=O)COc2ccc(Cl)c(C)c2)n1	-3	8	-5	-8	-2	-7	-22	2	13	10	-4
CC(CC(=O)Nc1nc2ccccc2[nH]1)c1ccccc1 (centres undefined)	1	-7	4	-92	-82	-39	6	-17	-107	-20	-65
CCc1nc2oc3ccccc3c(=O)c2c(=O)n1-c1ccc(C)cc1	.	-1	-3	-78	-95	-61	5	.	-97	-29	-5
CCn1c(N2CCN(CC(=O)Nc3cccc(C)c3C)CC2)nc2ccccc21	0	3	-5	17	-10	2	8	7	7	-4	10
CCOC(=O)C1CCN(C(=O)Cc2ccc(-c3ccccc3)cc2)CC1	7	1	-5	18	-8	12	-1	-38	12	4	-3
Cc1ccccc1OC(=O)n1c(=S)oc2cc(Cl)ccc21	10	-2	-5	14	-1	-22	-5	-6	-10	16	5
O=C(C=Cc1ccccc1)c1cccs1	-7	4	2	-21	-16	-53	1	-1	-1	-7	-36
CCCc1cc(C(=O)N2CCCC(N3CCN(c4ccc(F)cc4)CC3)C2)no1 (centres undefined)	5	15	3	16	-9	-8	-3	10	-7	6	-18
COc1ccc2cc(/C=N/NC(=O)CSCc3ccc([N+](=O)[O-])cc3)c(Cl)nc2c1	5	0	-8	-10	3	13	5	11	-6	17	-2
CCOC(=O)C1CCN(C(=O)Cn2cc(C(=O)OC)c3ccccc32)CC1	1	-7	1	9	-3	-39	-1	-3	-5	2	12
Cc1cnc(C(=O)OCC(=O)NCc2ccc3c(c2)OCO3)cn1	-2	-9	6	14	-3	-10	-4	3	-12	15	13
O=C(c1ccccc1-c1ccccc1)N1CCN(c2ccccn2)CC1	6	1	4	9	12	14	-4	-10	35	4	12
COCC(C)n1c(SCC(=O)N(C)C2CCS(=O)(=O)C2)nc2ccccc2c1=O (centres undefined)	8	-4	-12	16	5	3	4	-3	-4	10	14
CCN1C(=O)c2cccc3c(S(=O)(=O)NCc4cccnc4)ccc1c23	7	1	8	13	7	7	-3	10	3	-15	5
CCOC(=O)C1CCN(C(=O)CN2C(=O)c3ccccc3S2(=O)=O)CC1	3	-11	-5	-18	-1	-38	0	7	-11	-2	-40
O=C(Nc1cc(Cl)ccn1)C1CCN(S(=O)(=O)c2cccs2)CC1	-2	-8	-8	22	13	26	19	19	25	31	25
CCN(CC)CCNC(=O)c1c(C)oc2cc(Br)c(OC)cc12	1	-1	6	0	-18	7	1	5	5	6	-2
COc1cccc(C(=O)n2cnnc2N)c1OC	-2	-4	-5	2	-8	.	-61	6	0	.	7
O=S(=O)(c1ccccc1)N1N=C(c2ccc(Br)cc2)CC1c1ccco1 (centres undefined)	-1	9	11	13	22	-3	11	9	12	10	12
CN(C)CCNC(=O)c1ccc(Cl)s1	0	.	-1	-10	13	11	-6	-9	-2	-5	3
COc1ccc(C)cc1NC(=O)c1cc(S(=O)(=O)N2CCOCC2)cn1C	-4	-2	-5	10	-9	-36	5	2	3	4	14
Cc1cccc(N2CN(Cc3ccco3)CNC2=S)c1	-3	-8	1	15	15	1	-6	11	17	0	6
CCOC(=O)N1CCN(C(=O)/C=C/c2ccc(C(C)(C)C)cc2)CC1	14	-8	4	-6	9	14	-12	-6	-13	26	-10
Cc1cc(N2C(=O)C3C4c5ccccc5C(c5ccccc54)C3C2=O)no1 (centres undefined)	1	-9	3	12	15	32	-4	7	11	11	8
Nc1ccc(C(=O)NC2CCSc3ccccc32)cc1[N+](=O)[O-] (centres undefined)	2	0	1	-47	-30	-63	10	-27	5	-11	19
CC(=O)Oc1cccc(N2C(=O)C3C4C=CC(C4=C(C)C)C3C2=O)c1 (centres undefined)	-4	-3	-2	8	-20	0	3	-2	-4	-11	-3
CC(C)c1ccc(NC(=O)CCN2C(=O)c3ccc([N+](=O)[O-])cc3C2=O)cc1	6	-2	-5	13	-3	0	5	4	-3	0	-6
O=C(CC(NS(=O)(=O)c1ccc(Cl)cc1)c1ccco1)NCc1ccco1 (centres undefined)	-2	-10	0	10	10	-4	8	3	-8	-1	-16
CCC1CCCCN1CCNC(=O)C1CCCN(S(=O)(=O)c2cccc3nsnc23)C1 (centres undefined)	-7	-3	-10	5	-3	1	6	-2	-23	2	18
O=C(Cn1[nH]c(=O)c2ccccc2c1=O)NNC(=O)c1ccccc1	-9	3	2	8	-16	-6	10	0	-18	-8	-8
CC1CCCN(CCCNC(=O)CCn2nc(-c3ccccc3)ccc2=O)C1 (centres undefined)	-9	-2	-3	0	-20	18	6	-9	2	4	7
CCOc1cccc(/C=N/N2C(C)CCCC2C)c1O (centres undefined)	-12	6	-2	-37	-23	-40	6	4	-10	-3	-7
NCCCC[C@H](N)c1nnc([C@H](CCC(=O)O)NC(=O)C2CCNCC2)o1	-15	-1	-5	-1	-2	-16	-15	6	-24	13	-1
Cc1cc(N/N=C/c2ccc(O)c(C)c2O)nc(-c2ccccc2O)n1	-1	-6	12	18	10	2	45	-21	-7	12	40
CC(C)CC(NC(=O)OCc1ccccc1)C(=O)NC(Cc1ccccc1)C(=O)CCl (centres undefined)	-11	5	-4	-13	-21	7	90*	2	-4	-2	-8
Cc1cccc(-n2c(CNC(=O)c3ccccc3)nnc2SCC(=O)Nc2nccs2)c1	-12	-2	-20	-16	59	11	7	4	85*	14	-1

Other results:
Structure	TLR9-MyD88 inh	Vif inh	NOD2-RIPK2 inh	NCOA3 inh	SRC1 inh	SRC2 inh	TRAIL sens C8	LMP1 NFkB inh	LRH-1 inv ag	COUP-TFII inh	TROY signal inh
CC(C)(CNC(=O)CNC(=O)c1ccccc1F)N1CCOCC1	-3	-2	3	22	0	-12	-16	-1	2	26	12
CCOC(=O)c1c(CN2CCOCC2)n(-c2ccccc2)c2cc(Br)c(OC)cc12	-5	-25	-3	2	8	5	-12	-3	10	-5	8
CN(C)CCCOC(=O)c1ccc(Br)cc1	0	16	-11	-16	0	-41	25	-7	-4	8	1
CC(O)c1ccc(-n2cnnn2)cc1 (centres undefined)	3	5	-3	18	8	-37	-5	3	6	-6	48
Cc1cc(=O)oc2c(C)c(OCC(=O)NCCN3CCOCC3)ccc12	-13	-2	-5	6	-6	-6	-16	-6	23	4	6
CCOc1ccc(C(=O)NC(C(=O)NCc2cccnc2)C(C)C)cc1 (centres undefined)	-10	2	-11	9	-24	10	-10	2	-7	-27	1
CCOC(=O)Cn1nnnc1C(C(C)C)N(Cc1cc2c(C)cc(C)cc2[nH]c1=O)C1CCCC1 (centres undefined)	1	.	5	10	-3	-5	-3	15	13	-1	-10
COc1cccc(NC(=O)c2ccc(OC(F)(F)F)cc2)c1	-1	-5	0	-98	-58	-27	49*	-31	-118	-35	-38
CC1(C)Cc2cccc(OCC(=O)NCc3cccs3)c2O1	-1	-14	0	-6	-26	13	3	-2	-7	20	-10
O=C(NC(=O)c1ccccc1O)c1ccc(C(F)(F)F)cc1	.	-11	-5	-64	-35	-1	38	.	-21	6	3
CCN(CC)CCC(=O)NN	-8	-2	-3	4	-28	-15	1	-17	-3	0	-16
Cc1ccc(-c2csc3nnc(SCC(=O)NCc4ccco4)n23)cc1	4	1	-8	13	5	-5	5	0	17	-33	10
O=C(CC12CC3CC(CC(C3)C1)C2)NC1CC1	0	3	-2	22	14	-40	1	-3	-27	13	4

The list is partial. The share of hits here may be higher or lower than overall.
